# Screens (PubChem BioAssay)
# sdo1 growth: restores growth of sdo1-depleted yeast | S. cerevisiae sdo1-depleted JHY4D growth rescue, OD600 30 h; active compounds read high; pdr5 snq2 efflux-pump mutant strain | z-score at 10 µM | actives 0.21% (n = 140,000);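 active means z-score above 3 at both the 24 hr and the 30 hr optical density reads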;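 further: z-score against mean and SD of all compound wells on the same plate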
# Insulin prom inh: TRM-6 insulin promoter activity inhibition; actives 0.9% (n = 130,000); AID 1273; inhibition, % at 2 µM; TRM-6 cells (human fetal islet line), insulin promoter-eGFP reporter, imaging; reporter expression induced with tamoxifen;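 active means inhibition above the mean plus 3 SD, with well images judged a real hit on visual review, cut at about 60% in these data, passing the limit was not always enough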
# sdo1 growth Rescue 24 h: recorded beside sdo1 growth, whose call it bears; z-score; S. cerevisiae sdo1-depleted JHY4D growth rescue, OD600; measured here: growth rescue at 24 h;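 0 is the plate mean of compound wells and units are plate SD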
# Numbers without * were called inactive. The list is partial, so the mix of outcomes need not match the whole.
SMILES,sdo1 growth,sdo1 growth Rescue 24 h,Insulin prom inh
CN(C)CCOc1ccccc1Cc1ccccc1,-0.62,-0.79,-14
CNc1c2c(nn1C)CCCC2,0.44,-0.31,39
Cc1cccc(C)c1NC(=O)C1CCCCN1C (stereo unspecified),0.6,0.57,-14
COc1ccc2nc(NC(=O)Nc3ccccc3)sc2c1,-1.4,-1.1,10
CCCCC1C(=O)N(c2ccccc2)N(c2ccccc2)C1=O,-0.45,-0.31,13

# Reprinted at random: 2 records from the list, in no set order.
SMILES,sdo1 growth,sdo1 growth Rescue 24 h,Insulin prom inh
CCCCC1C(=O)N(c2ccccc2)N(c2ccccc2)C1=O,-0.45,-0.31,13
CNc1c2c(nn1C)CCCC2,0.44,-0.31,39

# Sorted by SMILES length (descending): some entries from above.
SMILES,sdo1 growth,sdo1 growth Rescue 24 h,Insulin prom inh
CCCCC1C(=O)N(c2ccccc2)N(c2ccccc2)C1=O,-0.45,-0.31,13
CN(C)CCOc1ccccc1Cc1ccccc1,-0.62,-0.79,-14
CNc1c2c(nn1C)CCCC2,0.44,-0.31,39
